S1P4 antagonist: human S1P4 receptor antagonism | inhibition, % at 4.98 µM | 220,000 compounds, 0.26% hits | AID 1510 | S1P4-expressing cells, antagonist mode, reporter read-out; in the data active means inhibition above about 29%;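 further: 0% = wells stimulated with agonist and 100% = vehicle wells without agonist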
NPY Y1 blocker: NPY-Y1 (human) receptor antagonism; P25929; HEK293-CNG Y1 cells, membrane potential fluorescence; NPY at EC95, then isoproterenol; inhibition, % at 3.6 µM; 200,000 compounds, 1% hits; AID 1040;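 active means inhibition above the campaign mean inhibition of all tested compounds plus 3 SD, cut at about 20% in these data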;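 further: 0% = DMSO wells given NPY plus isoproterenol and 100% = isoproterenol alone without NPY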
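Benchmarks – high control isoproterenol alone, low control NPY with isoproterenol · Material – HEK293 Y1/CNG channel cell line · Times – dye 3 h, compound 60 min room temperature, stimulation 45 min · Probe or stimulus – NPY (25 nM), isoproterenol (1 µM), Ro 20-1724 (25 µM) · Evaluation – % inhibition of NPY effect · Signal – fluorescence, membrane potential probe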
EP2 mod: EP2 receptor (human) modulation | 260,000 compounds, 0.83% hits | P43116 | induction, % at 25 µM | EP2-expressing cells, cAMP HTRF FRET, PGE2 co-stimulation | AID 940;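 active means compounds whose cAMP rise, as percent of the full-agonist control response, exceeds 60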;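 further: rat C6 glioma line stably carrying human EP2 under a CMV promoter; the protocol text gives 20 µM as final concentration; 100% = response of wells given 1 µM PGE2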
S1P4 ag: activates the human S1P4 receptor | O95977 | S1P4-expressing cell line, agonist reporter assay | activation, % at 4.98 µM | 220,000 compounds, 0.35% hits; in the data active means activation above about 11%;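 further: 0% = DMSO vehicle and 100% = reference agonist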
CHOP inhibitor: blocks CHOP induction under ER stress; CHO-K1 CHOP-promoter luciferase, tunicamycin-induced, 15-18 h; inhibition, % at 10 µM; 220,000 compounds, 3.8% hits; AID 2732;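 active means compounds that reduced the stress-induced luciferase reporter signal by more than about 70% of percent inhibition, limit read from the data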;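 further: 0% = tunicamycin plus vehicle and 100% = wells without tunicamycin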
NPY-Y2 PAM-ag: potentiates or activates human NPY-Y2 receptor | P49146 | cells expressing NPY-Y2, potentiator/agonist read-out | activation, % at 3.6 µM | 220,000 compounds, 0.45% hits | AID 1359; in the data active means activation above about 27%;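 further: cells stimulated with NPY near EC25 plus isoproterenol at EC100; 0% = vehicle plus submaximal agonist and 100% = vehicle plus saturating agonist; some results beyond the cut were filed as inactive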
Target sequence (P49146 whole entry, looked up): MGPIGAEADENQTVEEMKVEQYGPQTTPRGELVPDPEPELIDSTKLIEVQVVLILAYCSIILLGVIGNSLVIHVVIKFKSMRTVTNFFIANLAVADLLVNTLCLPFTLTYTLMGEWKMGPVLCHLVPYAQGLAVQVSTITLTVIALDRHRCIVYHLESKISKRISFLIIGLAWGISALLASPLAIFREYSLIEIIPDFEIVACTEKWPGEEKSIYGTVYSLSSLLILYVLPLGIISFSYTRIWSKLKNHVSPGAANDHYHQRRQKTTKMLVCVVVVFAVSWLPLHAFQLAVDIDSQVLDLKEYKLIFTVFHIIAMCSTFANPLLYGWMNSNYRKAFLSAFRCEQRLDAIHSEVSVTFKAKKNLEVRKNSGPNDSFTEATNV
TRPML3 ag: human mucolipin-3 channel agonism. Q8TDD5. HEK293 TRPML3-YFP, Fluo-8 calcium fluorescence; 100% = the carbachol control signal. activation, % at 3 µM. 220,000 compounds, 0.29% hits. AID 1448;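 active means activation above its plate's cutoff, the mean activation of the plate's test wells plus 3 SD, cut at about 12% in these data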;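 further: 0% = DMSO only wells and 100% = carbachol wells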
Target sequence (Q8TDD5 whole entry, looked up): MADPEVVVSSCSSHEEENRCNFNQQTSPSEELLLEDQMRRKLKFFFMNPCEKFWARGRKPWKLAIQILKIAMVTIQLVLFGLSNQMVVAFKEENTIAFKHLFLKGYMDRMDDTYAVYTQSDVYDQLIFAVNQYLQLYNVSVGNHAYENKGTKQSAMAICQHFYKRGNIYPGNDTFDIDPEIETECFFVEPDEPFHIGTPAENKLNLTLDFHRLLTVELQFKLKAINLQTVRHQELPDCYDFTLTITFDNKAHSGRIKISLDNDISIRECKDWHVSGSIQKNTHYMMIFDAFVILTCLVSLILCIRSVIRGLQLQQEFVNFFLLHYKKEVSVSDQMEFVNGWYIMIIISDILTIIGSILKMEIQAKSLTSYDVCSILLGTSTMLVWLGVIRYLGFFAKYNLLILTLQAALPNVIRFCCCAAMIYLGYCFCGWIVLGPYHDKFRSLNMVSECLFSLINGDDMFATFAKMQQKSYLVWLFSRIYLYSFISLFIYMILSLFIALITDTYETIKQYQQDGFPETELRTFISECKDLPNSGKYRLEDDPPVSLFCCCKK
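Material: TRPML3-YFP stable HEK293 cells | Dosing: One concentration, 3 µM nominal, 0.3% DMSO | Timing: 125 s total fluorescence read per well | Technique: Fluo-8 calcium dye fluorescence, ex 470-495, em 515-575 nm | Measure: Percent activation from peak-to-basal fluorescence ratio, scaled between DMSO and carbachol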
NPY1 pot ag: potentiators or agonists of human neuropeptide Y receptor Y1. P25929. NPY-Y1 expressing cells, potentiator/agonist activation. activation, % at 3.6 µM. 220,000 compounds, 0.37% hits; in the data active means activation above about 33%, passing the limit was not always enough;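 further: cells stimulated with NPY at EC10 then isoproterenol at EC100; 0% = low agonist plus stimulus and 100% = saturating agonist plus stimulus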
TRPN1 ag: agonists of zebrafish TRPN1 channel | HEK293 zebrafish TRPN1-YFP, Fluo-8 calcium fluorescence; 100% = response to 87 µM carbachol | 220,000 compounds, 0.18% hits | activation, % at 3 µM;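 active means activation above its plate's cutoff, the mean activation of test wells on that plate plus 3 SD, cut at about 19% in these data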;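 further: 0% = DMSO alone and 100% = 87 µM carbachol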
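System: zebrafish TRPN1-YFP in HEK293 cells / Dosing: 3 µM single point / Timing: dye loading 1 h at 37 °C, then 30 min room temperature / Signal: Fluo-8 calcium fluorescence, excitation 470-495 nm, emission 515-575 nm / Read-out basis: percent activation from peak over basal fluorescence ratio, control-normalized / Control set: high carbachol 87 µM, low DMSO alone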
Starred values were filed as active, the others as inactive; . = no result given; & = joins results of further samples.

[1] COc1cc(C(=O)N[C@H](C(=O)NC(C)C23CC4CC(CC(C4)C2)C3)C(C)C)cc(OC)c1OC (stereo not given in full)
[2] O=C(Cc1c[nH]c2ccccc12)Nc1ccc(N2CCOCC2)cc1
[3] CCCC(=O)Nc1nnc(SCC(=O)NCc2ccc3c(c2)OCO3)s1
[4] c1ccc(-c2cnc(CSc3nnc4ccccn34)o2)cc1
[5] COc1ccc(NC(=S)NCc2ccc(S(N)(=O)=O)cc2)c(OC)c1
[6] COc1cc(C(=O)Nc2cc(-c3nc4cc(C)ccc4o3)ccc2C)cc(OC)c1OC
entry no.	1	2	3	4	5	6
S1P4 antagonist	-24	-9	-3	-23	-4	-1
NPY Y1 blocker	-2	2	7	0	3	1
EP2 mod	16	-19	-4	-1	-69	10
S1P4 ag	1.2	-0.7	-0.8	-0.2	0.2	-0.5
CHOP inhibitor	75*	-1	-1	-17	12	34
NPY-Y2 PAM-ag	-4	-7	-5	6	8	0
TRPML3 ag	0.2	0.5	-0.3	0.5	0.7	0.4
NPY1 pot ag	6	5	-16	6	17	-14
TRPN1 ag	-1.6	0.6	0.4	0.2	1.7	0.2

[7] COC(=O)Cc1c[nH]c2cccc(OCC(O)CN(Cc3ccccc3)C(C)C)c12 (stereo not given)
[8] O=[N+]([O-])c1cccc(C(=S)N2CCN(c3ccc(F)cc3)CC2)c1
[9] CC(=O)c1ccc(C(=O)N(CCN(C)C)c2nc3c(Cl)cccc3s2)cc1
[10] O=C(Nc1ccccn1)c1cc(-n2cnnc2)ccc1Cl
[11] CC(C)CC1N=C2c3ccccc3N=C(SCc3cc(=O)n4ccccc4n3)N2C1=O (stereo not given)
[12] COC(=O)c1ccc(C(=O)OC)c(NC(=S)N2CCCCC2C)c1 (stereo not given)
entry no.	7	8	9	10	11	12
S1P4 antagonist	-8	4	-11	-2	-4	-10
NPY Y1 blocker	-14	-3	1	1	6	2
EP2 mod	-12	-41	22	-2	.	16
S1P4 ag	0.2	1.0	-0.9	4.7	-0.8	0.7
CHOP inhibitor	7	8	1	10	.	-5
NPY-Y2 PAM-ag	90*	3	-9	6	1	10
TRPML3 ag	0.1	0.4	0.8	0.3	-0.1	0.1
NPY1 pot ag	97*	3	-5	0	-10	3
TRPN1 ag	-0.3	0.2	0.2	-0.9	-0.2	0.6

[13] Cc1onc(-c2c(F)cccc2Cl)c1C(=O)N1CCc2ccccc2C1
[14] O=S(=O)(c1ccc(F)cc1)n1ccc(-c2cnc(-c3ccccc3)s2)n1
[15] Cc1ccc(Nc2nc3nonc3nc2N(C)C)cc1
[16] CCOc1cc([N+](=O)[O-])cc(/C=C2/NC(=O)N(Cc3ccccc3F)C2=O)c1O
[17] O=C(OCn1nnc2ccccc2c1=O)c1ccc(Br)o1
[18] CCCc1cc(=O)[nH]c(Nc2ccc(Cl)cc2)n1
entry no.	13	14	15	16	17	18
S1P4 antagonist	5	4	-6	3	-11	5
NPY Y1 blocker	1	-2	-3	-7	-6	-4
EP2 mod	7	-39	-11	9	-1	2
S1P4 ag	-1.8	-0.2	-0.3	0.3	-2.6	1.0
CHOP inhibitor	0	18	13	45	15	11
NPY-Y2 PAM-ag	9	6	1	13	7	4
TRPML3 ag	0.1	1.1	-0.6	-2.0	-0.3	0.1
NPY1 pot ag	21	-2	-6	-16	27	27
TRPN1 ag	-0.2	2.3	-1.4	-3.2	0.0	0.1

[19] COc1ccc(Cl)cc1S(=O)(=O)n1cnc2ccccc21
[20] CCCCOC(=O)/C=C/c1c(C)[nH]c(=O)[nH]c1=O
[21] Cc1ccc(N2C(=O)CSC2c2cccnc2)cc1F (stereo not given)
[22] O=C(c1cccc(N2C(=O)C3C4C=CC(C4)C3C2=O)c1)N1CCCCCC1 (stereo not given)
[23] O=C(CSc1ccc2nnc(CCNC(=O)c3ccccc3)n2n1)Nc1ccccc1F
[24] Cc1ccnc(NS(=O)(=O)c2ccc(NC(=O)C3COc4ccccc4O3)cc2)n1 (stereo not given)
entry no.	19	20	21	22	23	24
S1P4 antagonist	-17	-2	-12	-6	-1	8
NPY Y1 blocker	2	5	1	9	5	0
EP2 mod	-2	15	10	14	13	18
S1P4 ag	1.5	-0.2	1.8	1.6	0.1	-3.1
CHOP inhibitor	.	46	4	-41	0	16
NPY-Y2 PAM-ag	11	-3	15	1	9	-9
TRPML3 ag	0.5	0.7	0.3	0.7	0.6	0.4
NPY1 pot ag	17	-16	16	-3	12	6
TRPN1 ag	2.5	0.6	1.4	2.5	0.6	1.5

[25] Nn1c(Nc2ccc(Cl)cc2)nncc1=O
[26] Cc1cc(C=O)c(C)n1-c1cccc(C(=O)O)c1
[27] COc1cc(C(C)=O)ccc1COc1ccc(C(=O)OC(C)C(=O)NC(N)=O)cc1OC (stereo not given)
[28] S=C(NCc1ccco1)Nc1ccc2c(c1)OCCO2
[29] COc1ccc(CCNC(=O)Cn2nnc(-c3ccc(OC)c(OC)c3)n2)cc1OC
[30] COc1ccc(NC(=O)CC2Nc3cccc4cccc(c34)NC2=O)cc1 (stereo not given)
entry no.	25	26	27	28	29	30
S1P4 antagonist	-16	3	2	-14	-3	-10
NPY Y1 blocker	2	-4	-6	3	3	-2
EP2 mod	-24	38	-11	-11	17&16	-63
S1P4 ag	2.0	0.0	4.2	0.3	1.1	0.6
CHOP inhibitor	26	6	-10	-14	22	7
NPY-Y2 PAM-ag	-15	7	9	3	-3	-3
TRPML3 ag	1.0	1.2	0.8	0.7	0.2	0.3
NPY1 pot ag	1	9	-3	-10	0	4
TRPN1 ag	1.9	0.4	3.4	0.2	0.3	-0.9

[31] C/C=N/NC(=O)c1cc(Br)ccc1O
[32] O=C(Cc1cccc2ccccc12)Nc1ccc2oc(-c3ccccc3)nc2c1
[33] Cc1ccc(NC(=O)CSc2ncc(S(=O)(=O)c3ccccc3)c(=O)[nH]2)cc1C
[34] COc1ccc(OC)c(S(=O)(=O)N2CCc3ccccc32)c1
[35] Cc1ccc2c(c1)c1c(n2CC(O)Cn2c(C)nc3ccccc32)/C(=N\O)CCC1 (stereo not given)
[36] Cc1cc(=O)oc2cc(Nc3ccccc3)ccc12
entry no.	31	32	33	34	35	36
S1P4 antagonist	-16	2	-8	-15	-13	-1
NPY Y1 blocker	1	3	-1	1	1	-8
EP2 mod	7	6	5	9	8	-1
S1P4 ag	-1.1	-0.6	0.1	-0.7	1.4	5.4
CHOP inhibitor	5	-14	5	-13	87*	9
NPY-Y2 PAM-ag	-7	8	0	0	-5	5
TRPML3 ag	2.3	0.4	1.0	2.3	-0.2	0.2
NPY1 pot ag	-8	-17	-3	-5	-25	12
TRPN1 ag	2.0	-1.6	1.6	-1.8	0.7	-1.8

An excerpt from above in order of their number in TRPML3 ag, smallest number first:
#	canonical_smiles	S1P4 antagonist	NPY Y1 blocker	EP2 mod	S1P4 ag	CHOP inhibitor	NPY-Y2 PAM-ag	TRPML3 ag	NPY1 pot ag
35	Cc1ccc2c(c1)c1c(n2CC(O)Cn2c(C)nc3ccccc32)/C(=N\O)CCC1 (stereo not given)	-13	1	8	1.4	87*	-5	-0.2	-25
32	O=C(Cc1cccc2ccccc12)Nc1ccc2oc(-c3ccccc3)nc2c1	2	3	6	-0.6	-14	8	0.4	-17
33	Cc1ccc(NC(=O)CSc2ncc(S(=O)(=O)c3ccccc3)c(=O)[nH]2)cc1C	-8	-1	5	0.1	5	0	1.0	-3
34	COc1ccc(OC)c(S(=O)(=O)N2CCc3ccccc32)c1	-15	1	9	-0.7	-13	0	2.3	-5

Next records
[37] O=C(NCC1CCCO1)c1cc(C(=O)C2CC2)c[nH]1 (stereo not given)
[38] COc1cc2c(cc1OC)C(CCc1ccccc1)=NCC2
[39] Cc1cc(C(=O)Nn2c(C)nc3ccccc3c2=O)ccc1[N+](=O)[O-]
[40] COCCn1c(SCc2ccc(C(=O)OC)o2)nc2cc(Cl)ccc2c1=O
[41] CCOC(=O)c1nnc(-c2ccccc2)[nH]c1=O
[42] Nc1c([N+](=O)[O-])cnnc1-c1ccccc1
entry no.	37	38	39	40	41	42
S1P4 antagonist	-8	7	-19	-2	-1	4
NPY Y1 blocker	-3	.	4	3	-4	2
EP2 mod	27	-16	24	35	-20	1
S1P4 ag	-3.3	2.2	3.0	0.3	-1.7	0.2
CHOP inhibitor	14	15	11	18	-13	-9
NPY-Y2 PAM-ag	-9	-6	8	-3	4	12
TRPML3 ag	0.1	1.0	1.1	0.2	0.7	0.3
NPY1 pot ag	-13	-5	3	-4	-8	12
TRPN1 ag	-0.2	0.0	0.4	1.1	-1.4	-0.4

[43] Fc1cc(Br)ccc1Nc1nc2ccccc2n2nnnc12
[44] COc1ccc(/C=N/NC(=O)c2cccnc2)cc1COc1ccc([N+](=O)[O-])cc1
[45] O=C(O)COCC(=O)Nc1cc(C(F)(F)F)cc(C(F)(F)F)c1
[46] O=C(COC(=O)Cc1c(Cl)cccc1Cl)NCCC1=CCCCC1
[47] Cn1c(=O)c2c(O)c(C=NCc3ccccc3)c(=O)n(C)c2n(C)c1=O
[48] Cc1[nH]nc2c1C(c1ccccc1)C1=C(CC(C)(C)CC1=O)N2 (stereo not given)
entry no.	43	44	45	46	47	48
S1P4 antagonist	6	-2	-5	-12	3	-28
NPY Y1 blocker	1	.	.	1	.	-3
EP2 mod	-1	-109	-9	17	0	.
S1P4 ag	1.5	0.6	0.4	0.4	0.8	-4.7
CHOP inhibitor	64	-14	-1	32	-13	.
NPY-Y2 PAM-ag	8	-6	-15	-9	1	6
TRPML3 ag	0.3	2.7	0.2	-1.2	0.7	-0.8
NPY1 pot ag	-1	-7	-2	7	-13	15
TRPN1 ag	2.7	9.2	0.3	-1.9	1.8	-0.7

[49] CCOc1ccccc1NC(=S)N1CCC(c2nc3ccccc3o2)CC1
[50] Cc1cc(C)c2c(CCl)cc(=O)oc2c1
[51] CC(Oc1ccc(C#N)cc1)C(=O)c1ccc(F)c(F)c1 (stereo not given)
[52] Nc1ccc(S(=O)(=O)NC2=NCCCCC2)cc1N
[53] COc1ccccc1Oc1ccc2c(c1)C(=O)N(CC1CCCO1)C2=O (stereo not given)
[54] CCn1cc(Br)c(C(=O)Nc2ccc(F)cc2F)n1
[55] CCCCCSc1nnc(-c2cc(Br)ccc2N)c(=O)[nH]1
[56] CCOc1ccc(C(=O)NC2CCN(C(=O)N3CCCC3)CC2)cc1
entry no.	49	50	51	52	53	54	55	56
S1P4 antagonist	-16	7	-1	-9	11	-11	-32	11
NPY Y1 blocker	9	.	-2	0	.	.	4	4
EP2 mod	-13&-39	7	-24	25	-19	-10	9	25
S1P4 ag	1.6	-0.2	0.6	-0.6	0.5	-0.7	1.3	2.0
CHOP inhibitor	3	-29	0	-12	-14	38	26	18
NPY-Y2 PAM-ag	2	-18	-4	-1	4	-12	-14	8
TRPML3 ag	0.1	3.0	-0.2	1.3	3.1	-0.2	-0.1	0.7
NPY1 pot ag	-3	17	-11	-7	-3	2	-5	18
TRPN1 ag	-0.5	-0.5	-0.8	-1.3	3.9	0.0	-1.0	0.2

Source: PubChem BioAssay (several laboratories)
